Screening data as filed in PubChem BioAssay.
Epigenetic mod – epigenetic GFP locus derepression in mouse cells; actives 0.09% (n = 68,000); Potency, µM (highest dose often 46.1 µM), for inactives: top-dose GFP derepression (activation); AID 597; mouse C127i GFP locus derepression, cytometry, 30 h; further: % of control where 0% means no effect
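Locus derepression in mouse mammary C127i cells whose integrated CMV-GFP reporter is normally silent; GFP expression after 30 h compound treatment was quantified by counting fluorescent cells.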
Hsp90 Hop PPI – changes Hsp90-Hop TPR2A binding signal, up or down; AID 595; actives 0.44% (n = 71,000); AlphaScreen TPR2A-His6 binding biotin-Hsp90 C-terminal peptide; Potency, µM (highest dose often 57 µM), inactives show top-dose activity change, negative = inhibition; active means well fitted curve in either direction with a large enough effect; inconclusive means small, poorly fitted or top-dose-only effect, or another doubt; further: potency means the concentration at half of the fitted maximal effect; on the % scale 0 is the no-effect control and ±100 the full control effect; many of its hits are not listed in these tables
HBB splicing – modulators of hemoglobin beta chain splicing; HBB splicing reporter cell assay, activation; EGFP reporter with mutant IVS2-654 intron; response scale: normalised to 500 nM splice-correcting PNA; Potency, µM (titrated, usually from 46.1 µM), for inactives: top-dose activation, most hits filed as activators; actives 0.06% (n = 65,000); further: potency means the concentration at half of the fitted maximal effect; 0% is about no effect
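Compounds were applied for 2 days to HeLa EGFP-654 cells, 500/well in Optimem with 2% FCS. The reporter's EGFP is disrupted by mis-splicing of beta-globin intron IVS2-654. Readout: summed well GFP fluorescence from 488 nm laser scanning; reference was 500 nM antisense […] 654 PNA.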
BRCT PPI red – inhibitors of human BRCA1 BRCT-phosphoprotein interaction (red fluorophore) | BRCT-phosphopeptide binding, red fluorescence polarization | AID 892 | Potency, µM (highest dose often 76.9 µM), for the others: top-dose activity change, negative = inhibition, most hits filed as inhibitors | P38398 | actives 0.03% (n = 75,000); further: on the % scale 0 is the no-effect control and ±100 the full control effect
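Fluorescence polarization: 100 nM His-tagged BRCA1 BRCT with 100 nM TAMRA-labelled phospho-BACH1 decapeptide, phosphate buffer pH 7.3 with 150 mM NaCl, DTT, 0.01% Tween 20; 12 min RT. Binding inhibition seen as FP decrease.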
CRE Fsk mod – modulators of forskolin-stimulated CRE signaling in CHO cells; CHO CRE-bla reporter (cAMP response element driving beta-lactamase), forskolin EC10, beta-lactamase ratio; Potency, µM (series often up to 38.2 µM), without a hit: at the highest dose activity change, negative = inhibition, hits mostly activators; actives 2.5% (n = 71,000); AID 662; active means well fitted activation curve with a large enough effect in the signal ratio, with a control signal flat, not every such curve was filed as active; inconclusive means small, poorly fitted or top-dose-only effect, or effect the other way, or a change in a side signal; the % refers to the signal ratio; further: potency means the concentration at half of the fitted maximal effect; % of control where 0% means no effect
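Cells were plated overnight at 37 °C, exposed to compound titrations plus EC10 NKH 477 for 3 h, then given CCF4 dye for 2 h at room temperature. Blue/green (460/530 nm) ratio was converted to %Activity and AC50 values calculated.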
HADH2 inhib – blocks human hydroxyacyl-CoA dehydrogenase type II; recombinant HADH2, NADH fluorescence, beta-hydroxybutyryl-CoA; Potency, µM (series often up to 57.1 µM), without a hit: top-dose activity change, negative = inhibition, hits mostly inhibitors; actives 3.4% (n = 73,000); further: potency means the concentration at half of the fitted maximal effect; on the % scale 0 is the no-effect control and ±100 the full control effect; nearly all actives have a fitted effect of over 60% in size; many of its hits are not listed in these tables
Target sequence (Q99714 whole entry, looked up, one chain of several): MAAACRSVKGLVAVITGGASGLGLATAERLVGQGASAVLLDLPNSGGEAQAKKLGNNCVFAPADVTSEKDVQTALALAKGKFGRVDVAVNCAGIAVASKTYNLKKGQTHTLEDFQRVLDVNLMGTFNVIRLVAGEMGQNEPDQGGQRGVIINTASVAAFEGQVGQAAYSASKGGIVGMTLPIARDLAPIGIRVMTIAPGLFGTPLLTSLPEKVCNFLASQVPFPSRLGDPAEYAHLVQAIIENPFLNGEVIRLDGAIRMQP
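NADH fluorescence (ex 360/em 450 nm) read every 30 s for 4 min; activity taken as last-minus-first time point difference. Enzyme 20 nM, NAD+ 1 mM, beta-hydroxybutyryl-CoA 90 uM, pH 9.0 Tris buffer.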
DNA Pol III inh – DNA polymerase III holoenzyme inhibition. actives 0.25% (n = 71,000). Potency, µM (series often up to 57.1 µM), inactives show at the highest dose activity change, negative = inhibition. reconstituted DNA polymerase III holoenzyme replication, biochemical; further: potency means the concentration at half of the fitted maximal effect; on the % scale 0 is the no-effect control and ±100 the full control effect
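Reconstituted *E. coli* holoenzyme (0.35 nM Pol III, 1 nM beta, 154 nM SSB, 2 nM primase) was preincubated with compound for 15 min at RT. Synthesis on 1.4 nM ssM13Gori ran 35 min, then was stopped with PicoGreen/EDTA and read as dsDNA fluorescence.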
ALOX15 inhib – inhibitors of human 15-lipoxygenase (ALOX15); P16050; purified 15hLO-1, xylenol orange hydroperoxide absorbance; Potency, µM (titrated, usually from 57.1 µM), without a hit: at the highest dose activity change, negative = inhibition, actives largely listed as inhibitors; actives 1.4% (n = 74,000); further: potency means the concentration at half of the fitted maximal effect; on the % scale 0 is the no-effect control and ±100 the full control effect; nearly all actives have a fitted effect of over 55% in size
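Quantitative HTS in 25 mM Hepes pH 7.5 containing 0.01% Triton X-100: human 15hLO-1 at 40 nM, arachidonic acid at 50 uM, 6 min turnover. Product quantified via ferrous oxidation/xylenol orange, 573:405 nm absorbance ratio.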
USP2a inhib – inhibitors of human ubiquitin-specific protease USP2a | USP2a enzymatic assay, qHTS inhibition | Potency, µM (highest dose often 38.3 µM), for the others: top-dose activity change, negative = inhibition, usual class: inhibitors | actives 0.1% (n = 60,000) | AID 927;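 further: potency means the concentration at half of the fitted maximal effect; nearly all actives have a fitted effect of over 60% in size; plate controls were DMSO for no effect and NEM full inhibition control for full effect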
Target sequence (O75604 whole entry, looked up): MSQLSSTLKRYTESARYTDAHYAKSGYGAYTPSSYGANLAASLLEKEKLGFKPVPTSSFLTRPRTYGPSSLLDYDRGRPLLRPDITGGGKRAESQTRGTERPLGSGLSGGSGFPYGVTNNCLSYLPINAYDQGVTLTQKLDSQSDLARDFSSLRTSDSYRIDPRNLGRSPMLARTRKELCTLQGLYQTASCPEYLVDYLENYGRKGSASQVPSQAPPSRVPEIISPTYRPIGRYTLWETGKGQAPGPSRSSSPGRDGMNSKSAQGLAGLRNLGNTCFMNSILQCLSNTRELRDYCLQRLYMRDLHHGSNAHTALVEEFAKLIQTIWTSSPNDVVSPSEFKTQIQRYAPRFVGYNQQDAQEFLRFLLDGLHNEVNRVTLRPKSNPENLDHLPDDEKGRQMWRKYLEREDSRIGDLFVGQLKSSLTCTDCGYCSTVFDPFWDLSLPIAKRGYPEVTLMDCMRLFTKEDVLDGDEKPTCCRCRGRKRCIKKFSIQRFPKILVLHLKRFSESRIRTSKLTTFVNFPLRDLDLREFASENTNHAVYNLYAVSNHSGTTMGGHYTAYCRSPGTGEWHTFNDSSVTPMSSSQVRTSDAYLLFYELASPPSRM
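USP2 core (20nM final) preincubated 30 min RT with compound, then Ub-PLA2 20nM and NBD C6-HPC 20uM final added; buffer 20mM Tris-HCl pH 8.0, 2mM CaCl2. Fluorescence Ex 460/Em 535 read at 0 and 2.5 h; normalized to NEM.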
BRCT inh green – inhibitors of human BRCA1 BRCT-phosphoprotein interaction (green fluorophore) | BRCA1 BRCT-phosphopeptide binding, green fluorescence polarization | Potency, µM (titrated, usually from 76.9 µM), inactives show at the highest dose activity change, negative = inhibition, most hits filed as inhibitors | actives 0.05% (n = 75,000);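 further: potency means the concentration at half of the fitted maximal effect; plate controls were peptide without protein for full effect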
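Fluorescence polarization: His-tagged BRCT (~35 kDa BRCA1 C-terminus, 250 nM) bound to 100 nM fluorescein-labeled phosphorylated 10-aa BACH1 peptide, pH 7.3 phosphate buffer with DTT and Tween 20. Compounds incubated 12 min at room temperature; inhibition read as lowered polarization.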
Ub-GFP proteasome – inhibits proteasome, raising ubiquitin-GFP reporter fluorescence; Ubiquitin-GFP reporter cells, proteasome inhibition, GFP fluorescence; response scale: untreated = 0%, 10 µM MG-132 = 100%; Potency, µM (highest dose often 45.9 µM), without a hit: top-dose activation (GFP accumulation), actives largely listed as activators; 67,000 tested, under 10 active; AID 526; active means well fitted activation curve with a large enough effect, not every such curve was filed as active; inconclusive means small, poorly fitted or top-dose-only effect, or another doubt; inactive means no such curve, though single readings can be large or run the other way; further: potency means the concentration at half of the fitted maximal effect
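GFP accumulation read-out: laser plate cytometry counting ubiquitin(G76V)-GFP-expressing U2OS cells after 4 hr compound exposure at 37 °C. Titrations spanned 46 uM to 2.9 nM; 0% = basal, 100% = 10 uM MG-132; concentration-response curves fitted.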
* hit, by the source's call; u = inconclusive; x = not tested or not shown; [ ] = remark or other dose. Unless noted, the call rests on the fitted dose curve; in most records, active means well fitted curve in the direction sought with a large enough effect; inconclusive means small, poorly fitted or top-dose-only effect, or another doubt; inactive means no such curve, though single readings can be large; an effect the other way counts as inactive or inconclusive.

SMILES	Epigenetic mod	Hsp90 Hop PPI	HBB splicing	BRCT PPI red	CRE Fsk mod	HADH2 inhib	DNA Pol III inh	ALOX15 inhib	USP2a inhib	BRCT inh green	Ub-GFP proteasome
NC(=O)CSCc1cccc(Br)c1	0%	-3%[11 µM]	-4.6%[0.0738 µM]	0.3%	7%[7.6 µM]	-6%[11.4 µM]	-3%[11.4 µM]	3%[11.4 µM]	0%[7.66 µM]	-0.8%	-6%[9.17 µM]
COc1ccc(N2Cc3cccc(C(=O)O)c3C2=O)cc1	x	-3%	-0.8%	-6.9%	2%	-9%	16µM*	-14%	x	-5.6%	12%
COc1cccc(-c2nnc(SCCC(=O)O)n2C)c1	-2%	1%	-0.1%[57.5 µM]	-0.8%	-1%	-16%	-4%	9%	x	-0.9%	1%
COc1ccc(NC(=O)N2CC[C@@]3(CCCN(C(C)=O)C3)C2)cc1	-4%[9.22 µM]	-5%	-0.8%	-0.4%	4%	15%	0%	-11%	10µM*	-3.8%	-11%
Cc1[nH]nc2c1C1(CCN(C(=O)OCc3ccccc3)CC1)C(C#N)=C(N)O2	1%	-2%	x	0.7%	5%	3%	-3%	u	28%	-0.9%	3%
Cc1cccc(CSc2ncnc3nc[nH]c23)c1	x	1%	0.3%	-1.0%	u	-11%	-10%	u	x	-1.3%	3%
CC(=O)NCCNc1nc(-c2cccc(NS(C)(=O)=O)c2)nc2ccccc12	0%[9.22 µM]	-4%	0.3%	-2.0%	u	-11%	-6%	-4%	56%[activator]	-1.2%	-2%
COc1ccc(-c2nc3cnc(N(C)C)nc3n(C3CC3)c2=O)cc1	0%[9.22 µM]	-9%	1.6%	1.1%	u	0%	-9%	-18%	11%	-0.8%	-9%
CCCN(CC(=O)c1cc(C)n(C)c1C)S(=O)(=O)c1cccc(C(F)(F)F)c1	-2%	u	-0.4%[0.369 µM]	-1.5%	-22%	2%	-3%	-7%	-9%	2.1%	x
Cc1cc(C)nc(-n2nc(C)cc2NC(=O)COC(=O)CCC(=O)c2cccs2)n1	0%	-3%	0.0%[57.5 µM]	-2.8%	u	0%	8%	0%	7%	-0.5%	4%
CC(C)NC(=O)N1CCCC2(CCN(C(=O)c3ccncc3)CC2)C1	0%[9.22 µM]	4%	3.1%	-2.6%	-4%	5%	-3%	8%	-25%	-1.9%	-5%
CC(=O)N1c2ccccc2C(=O)OC1c1cccnc1 (configuration not stated)	1%	1%	1.2%	0.5%	0.63µM*	-11%	0%	1%	-5%	-2.4%	4%
CCOC(=O)N1CCC(NC(=O)C(Cc2ccccc2)NC(=O)C2CCCCC2)CC1 (configuration not stated)	2%	-6%	0.1%	1.2%	-9%	3%	-1%	14%	6%	-3.4%	-11%
O=C(CCc1nc2ccccc2[nH]1)Nc1ccccc1	-2%	-5%	-4.7%	-1.0%	-1%	3%	-4%	0%	-12%	-3.7%	-1%
CC(=O)OC(C)C	x	1%	-1.0%	0.1%	-16%	-1%	0%	-6%	x	0.3%	x
CCCCNC(=O)c1c[nH]c2ccc(S(=O)(=O)Nc3ccc(OCC)cc3)cc2c1=O	-2%	0%	-3.2%	0.8%	u	1%	-8%	-11%	6%	-5.7%	-5%
COc1ccccc1-c1nc(C(F)(F)F)c(OC)o1	2%	-1%	0.7%	0.4%	5%	4%	-6%	-4%	-10%	-1.2%	-1%
Cc1c(C(=O)N2CCN(C)CC2)oc2ccc(S(=O)(=O)N3CCOCC3)cc12	0%	-3%	-1.1%	-0.2%	-2%	-5%	-4%	3%	6%	0.2%	1%
COc1ccc(C2C3=C(CC(C)(C)CC3=O)Nc3c2c(=O)[nH]c(=O)n3Cc2ccccc2)cc1OC (configuration not stated)	2%	-4%	0.6%	0.3%	3%	20µM*	-2%	-6%	43%[activator]	3.0%	3%
O=C(CN1CCN(c2ccccn2)CC1)Nc1cc(C(F)(F)F)ccc1Cl	0%	16%	5.0%	-1.2%	u	-5%	10%	1%	-7%	-3.0%	-5%
Cn1cccc1C(=O)N1CCC[C@@]2(CCN(C(=O)Nc3cccc(F)c3)C2)C1	0%[9.22 µM]	-3%	-0.1%	0.2%	-4%	5%	-8%	2%	10%	-1.9%	0%
CC(C)C1CC(=O)NC(SCC(=O)Nc2ccc(Br)cc2)=C1C#N (configuration not stated)	6%	-7%	0.4%[0.369 µM]	-1.6%	0%	8%	1%	-8%	-6%	-4.3%	-1%
N#CC1=C(N)SC2(CCCCC2)SC1c1ccccc1 (configuration not stated)	4%	-2%	-2.2%[57.5 µM]	-2.5%	8%	13µM*	7%	25µM*	29%	-0.4%	5%
COCc1nc(-c2ccc(-c3ccccc3)nc2OC)no1	0%	12%	-0.3%[57.5 µM]	-0.2%	-20%	31%	-7%	7%	x	0.0%	-1%
O=C(c1cc2ncc(Br)cn2n1)N1CCOCC1	0%	-7%[11 µM]	-2.4%[0.0738 µM]	-2.1%	u	1%[11.4 µM]	-6%[11.4 µM]	-3%[11.4 µM]	-3%[7.66 µM]	-1.1%	11%[9.17 µM]
COc1ccc(NC(=O)CSc2nnc(Cc3cccn3C)n2CCc2ccccc2)c(OC)c1	-2%	-14%	-2.4%	1.1%	3%	1%	4%	-1%	17%	-0.4%	7%
O=C(NC1CCCCCC1)C1C2C=CC3(CN(Cc4cccnc4)C(=O)C13)O2 (configuration not stated)	-8%	-3%	-0.1%	1.1%	3%	0%	3%	-1%	x	-2.2%	7%
CC1CN(c2nc3c(c(=O)[nH]c(=O)n3C)n2Cc2ccccc2F)CC(C)O1 (configuration not stated)	-2%	-1%	0.3%	-1.4%	15%	16%	-4%	-10%	5%	-0.5%	-4%
Cc1cccc(C(=O)Nc2ncc(CN3CCOCC3)s2)c1	7%	-4%	0.9%	1.3%	u	-16%	2%	3%	5%	-0.1%	-5%
O=C1CSC(=S)N1/N=C\c1ccc(Cl)c([N+](=O)[O-])c1	0%[9.22 µM]	-8%[11 µM]	4.8%[9.22 µM]	-0.9%[15.4 µM]	-21%[7.6 µM]	u	-4%[11.4 µM]	2%[11.4 µM]	x	-1.8%[15.4 µM]	3%[9.17 µM]
Cc1ccc(N2CCN(c3ccc(C)cc3)C2c2ccncc2)cc1	0%	-12%	-0.1%[57.5 µM]	0.0%	18%	18%	2%	2%	-24%	-2.4%	-3%

Among those listed so far, three contain an aryl thioether with sulfur outside any ring.
SMILES	Epigenetic mod	Hsp90 Hop PPI	HBB splicing	BRCT PPI red	CRE Fsk mod	HADH2 inhib	DNA Pol III inh	ALOX15 inhib	USP2a inhib	BRCT inh green	Ub-GFP proteasome
COc1cccc(-c2nnc(SCCC(=O)O)n2C)c1	-2%	1%	-0.1%[57.5 µM]	-0.8%	-1%	-16%	-4%	9%	x	-0.9%	1%
Cc1cccc(CSc2ncnc3nc[nH]c23)c1	x	1%	0.3%	-1.0%	u	-11%	-10%	u	x	-1.3%	3%
COc1ccc(NC(=O)CSc2nnc(Cc3cccn3C)n2CCc2ccccc2)c(OC)c1	-2%	-14%	-2.4%	1.1%	3%	1%	4%	-1%	17%	-0.4%	7%

CRE Fsk mod: entries above that show a hit.
Compound | Hsp90 Hop PPI | BRCT PPI red | CRE Fsk mod | HADH2 inhib | DNA Pol III inh | ALOX15 inhib | BRCT inh green | Ub-GFP proteasome
CC(=O)N1c2ccccc2C(=O)OC1c1cccnc1 (configuration not stated) | 1% | 0.5% | 0.63µM* | -11% | 0% | 1% | -2.4% | 4%

Some of the compounds tested; the hit share may differ from the screen's.
